Compound activity (PubChem)
EphB4 antag = antagonists of human EphB4-ephrin-B2 interaction | P54760 | EphB4 LBD / TNYL-RAW-Alexa532 peptide, fluorescence polarization | inhibition, % at 7 µM | 97,000 tested, 0.15% active | AID 720;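 active means inhibition above the screen-wide mean inhibition plus 3 SD, cut at about 15% in these data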;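 further: 0% = DMSO wells and 100% = excess unlabeled TNYL-RAW peptide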
PostGolgi yeast = growth inhibition of a yeast mutant, post-Golgi transport screen; post-Golgi transport phenotypic cell assay; inhibition, % at 10 µM; 98,000 tested, 0.9% active; in the data active means inhibition above about 30%;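 further: yeast cells grown in 1536-well plates; yeast grown about 18 h at 30C before absorbance read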
CYP2C9 activ = CYP2C9 (human) activation. activation factor at 5 µM. AID 1024. recombinant CYP2C9, luciferin-H conversion, luminescence; stronger effect = higher value; factor 1 = untreated enzyme, 0 = blocked. 96,000 tested, 1.4% active. P11712;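 active means activation factor of 2 or more for CYP2C9 at a 5 µM dose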;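 further: 0 = sulfaphenazole-blocked wells and 1 = vehicle-only wells; values of inactives mirror those of a sister screen read the other way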
CYP2C19 activ = activators of human cytochrome P450 2C19; recombinant CYP2C19, luciferin-H EGE luminescence; stronger effect = higher value; 0 = fully inhibited enzyme, 1 = untreated enzyme; activation factor at 5 µM; 96,000 tested, under 10 active;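 active means activation factor of at least 2 at 5 µM in the primary screen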;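 further: 0 = wells with 2.5 mM tranylcypromine and 1 = vehicle-only wells; values of inactives mirror those of a sister screen read the other way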
PTK2B oligo ant = antagonists of human Pyk2 oligomerization | 99,000 tested, 0.83% active | z-score (the deposit names both 25 µM and 10 µM) | Q293 cells, Pyk2 FERM NanoBiT luminescence; stronger effect = lower value | Q14289;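 active means Z-score of -3 or lower, scaled per plate to the spread of control and sample wells; inactive means z-score above -3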;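 further: negative z-score means lost luminescence so less FERM oligomerization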
Target sequence (Q14289 whole entry, looked up): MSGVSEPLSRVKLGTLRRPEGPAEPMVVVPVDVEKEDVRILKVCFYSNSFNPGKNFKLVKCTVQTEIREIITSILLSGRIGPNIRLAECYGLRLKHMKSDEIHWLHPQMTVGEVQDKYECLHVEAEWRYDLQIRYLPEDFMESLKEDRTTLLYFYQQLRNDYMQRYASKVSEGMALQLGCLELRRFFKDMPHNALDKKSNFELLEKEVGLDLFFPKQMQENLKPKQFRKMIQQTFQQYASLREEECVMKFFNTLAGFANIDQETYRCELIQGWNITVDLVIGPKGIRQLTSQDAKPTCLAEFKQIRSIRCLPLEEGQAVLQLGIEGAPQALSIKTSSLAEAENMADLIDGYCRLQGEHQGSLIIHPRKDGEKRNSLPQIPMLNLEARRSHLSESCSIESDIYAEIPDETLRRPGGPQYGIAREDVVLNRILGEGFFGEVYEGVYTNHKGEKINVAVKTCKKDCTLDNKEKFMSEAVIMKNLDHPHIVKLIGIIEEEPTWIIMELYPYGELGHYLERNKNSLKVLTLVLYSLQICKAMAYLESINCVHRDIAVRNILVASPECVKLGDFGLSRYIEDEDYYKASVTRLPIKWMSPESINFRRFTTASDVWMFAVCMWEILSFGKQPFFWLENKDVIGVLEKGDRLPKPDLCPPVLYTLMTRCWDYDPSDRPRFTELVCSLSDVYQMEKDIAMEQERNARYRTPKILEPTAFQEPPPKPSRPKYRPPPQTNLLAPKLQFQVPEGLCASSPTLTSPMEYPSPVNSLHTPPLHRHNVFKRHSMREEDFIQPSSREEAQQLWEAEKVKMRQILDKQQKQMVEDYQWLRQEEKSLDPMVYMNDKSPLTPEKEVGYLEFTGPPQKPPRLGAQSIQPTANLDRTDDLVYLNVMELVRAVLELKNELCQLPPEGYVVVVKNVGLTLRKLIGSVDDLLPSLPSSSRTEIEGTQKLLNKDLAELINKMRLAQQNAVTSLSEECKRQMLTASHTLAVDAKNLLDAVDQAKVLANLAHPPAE
CYP2C19 inhib = blocks human cytochrome P450 2C19; P33261; 96,000 tested, 21% active; inhibition, % at 5 µM; CYP2C19 Supersomes, luciferin-H EGE luminescence, 30 min;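 active means CYP2C19 inhibition above a set limit at 5 µM in the primary screen, cut at about 50% in these data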;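 further: plate controls were negative control wells for no effect and 2.5 mM tranylcypromine positive control for full effect; values of inactives mirror those of a sister screen read the other way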
PLAP activator = activates human placental alkaline phosphatase; P05187; purified PLAP enzyme, luminescent substrate read-out; stronger effect = higher value; activation fold at 20 µM; 96,000 tested, 1.2% active; AID 696; in the data active means activation fold above about 2
Ecoli WT expand = blocks growth of wild type E. coli BW25113; OD600 absorbance; growth inhibition, % at 100 µM; 98,000 tested, 0.15% active; AID 710;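 active means growth inhibition above about 50% at one test dose, limit read from the data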;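 further: growth measured after 20 h incubation at 37 °C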
CYP2C9 inh = inhibitors of human CYP2C9. CYP2C9 Supersomes, luciferin-H conversion, luminescence. P11712. inhibition, % at 5 µM. 96,000 tested, 20% active;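 active means blocking of liver enzyme CYP2C9 beyond about 50% at 5 µM, limit read from the data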; further: values of inactives mirror those of a sister screen read the other way
* = called active by the depositor; . = not tested or not shown.

SMILES	EphB4 antag	PostGolgi yeast	CYP2C9 activ	CYP2C19 activ	PTK2B oligo ant	CYP2C19 inhib	PLAP activator	Ecoli WT expand	CYP2C9 inh
Cc1ccc(Cn2c(=O)c3ccccc3n3c(SCC(=O)N4CCCCC4C)nnc23)cc1 (stereo not drawn)	.	.	0.8	0.9	1.1	11	1.6	.	16
CCCSC1=N/C(=C\c2ccc3c(c2)OCO3)C(=O)S1	4	4	0.9	0.6	-0.83	35	0.9	-14	10
CN(CC(=O)Nc1ccc(C#N)cc1)Cc1ccc(Cl)cc1Cl	2	-10	0.1	0.1	-0.44	94*	1.6	-7	90*
CC(C)n1c(=S)[nH]c2ccccc2c1=O	3	-2	1.2	0.9	-0.74	13	1.3	-2	-23
COc1ccc(CC(NC(C)=O)C(=O)NC2CCN(c3nc(C)cc(C)c3C#N)CC2)c(OC)c1 (stereo not drawn)	.	5	0.4	0.1	0.56	86*	1.6	-1	55*
CC(C)C(CO)NC(=O)CC(=O)NC(CO)C(C)C (stereo not drawn)	-2	-4	0.9	1	1.1	0	1	-5	7
CCN(CC)S(=O)(=O)c1cccc(NC(=O)COC(=O)CCc2nc3ccccc3s2)c1	5	0	2.3*	0.9	0.66	9	1.2	-7	-125
Cc1c(C)n(C)c2ccc(C(=O)NCc3cccs3)cc12	.	2	1.3	0.8	.	19	0.9	-5	-35
CC1=NN(C(=O)c2ccccc2Br)C(O)(c2cccnc2)C1 (stereo not drawn)	-1	0	1.1	0.8	-0.81	17	1.4	1	-6
Cn1c(=O)n(CC(N)=O)c2ccccc21	5	3	1.2	1.1	0.43	-12	0.9	7	-23
NC(=O)c1ccccc1NC(=O)CCCN1C(=O)CCC1=O	0	2	0.9	1	0.42	-3	1	-4	7
O=C(Nn1cnnc1)C1CCCN1S(=O)(=O)c1ccc(F)cc1 (stereo not drawn)	-2	-1	0.9	0.7	1.1	28	1	5	12
COc1ccc(N(CC(=O)Nc2cc(OC)ccc2OC)S(=O)(=O)c2c(C)nn(C)c2C)cc1	2	-5	0.2	0.2	.	76*	1.6	-2	84*
CCOc1cc(-c2ccccc2)nc(N)n1	1	0	0.8	0.6	1.2	42	1.2	7	17
COc1cc(-c2ncc3ccccn23)cc(OC)c1OC	8	14	0.8	0.9	0.65	14	0.9	6	18
CCOc1cccc2cc(C(N)=O)c(=NCc3ccccc3)oc12	-10	4	0.8	0.8	-0.71	17	1.1	-10	20
CCC(C)c1ccc(OCCCCN2CCOCC2)cc1 (stereo not drawn)	6	70*	1	0.4	0.01	57*	1.5	5	-2
COc1ccc2c(c1)C(C1=C(O)CC(C)(C)CC1=O)C1=C(CC(C)(C)CC1=O)O2 (stereo not drawn)	-8	0	0.7	0.7	2.2	28	1	-12	31
O=C(NCC(c1cccnc1)N1CCN(c2ccccc2F)CC1)c1ccccc1 (stereo not drawn)	.	10	0.7	0.5	.	52*	1.2	5	31
CCCNS(=O)(=O)c1ccc(OCC(=O)OC)cc1	-4	4	0.4	0.5	1.4	53*	1.1	1	56*
COc1cc(CNC2CCCCCC2)cc(OC)c1	0	11	1	0.6	-0.06	37	0.8	4	-1
COC(=O)C1=C(CSc2nncn2C)NC(=O)NC1c1ccc(F)cc1 (stereo not drawn)	0	-3	1	1	1	-4	0.8	-1	3
Cc1ccc(-c2nc3ncccn3c2NC(=O)C2CC2)cc1	4	9	0.9	1	0.06	3	0.9	3	11
C=CCNC(=O)CC(=O)N/N=C/c1cccc(Br)c1	-1	15	1.2	1	0.67	0	1	2	-16
O=C(OCC(=O)N1c2ccccc2Sc2ccccc21)C1CC(=O)N(Cc2ccco2)C1 (stereo not drawn)	-10	6	0.1	0.3	0.23	70*	1.6	-3	89*
Next section
SMILES	EphB4 antag	PostGolgi yeast	CYP2C9 activ	CYP2C19 activ	PTK2B oligo ant	CYP2C19 inhib	PLAP activator	Ecoli WT expand	CYP2C9 inh
Cc1cccc(-n2c(=O)c(C#N)cc3c(=O)n4ccccc4nc32)c1	8	19	1.1	0.9	1.4	5	0.9	-2	-14
Cc1cc(=O)c2ccccc2[nH]1	-2	-3	1.6	1.1	0.08	-14	0.9	-4	-59
Cc1ccc(OCc2nc(C#N)c(NCc3ccc4c(c3)OCO4)o2)cc1	1	1	0	0	-0.66	98*	1.2	-11	99*
CCOC(=O)Cc1csc(NC(=O)C2C3C=CC(C3)C2C(=O)O)n1 (stereo not drawn)	8	12	1.2	1.3	0.42	-25	1.3	5	-19
CCOC(=O)c1c(NC(=O)Cc2cccs2)sc(C(=O)NC2CCCCC2)c1C	-5	6	0.3	0.7	-0.54	33	0.9	-14	71*
O=C(CSc1nc2c(cnn2-c2ccc(F)cc2)c(=O)[nH]1)N1CCCCC1	2	-8	0.8	1.1	.	-6	1.1	1	21
CCOC(=O)N1CCC(Nc2c(NCCCN(CC)c3cccc(C)c3)c(=O)c2=O)CC1	-7	-2	1	0.9	.	13	1.7	-9	2
Cc1cccc(N(C)C(=O)c2coc(=O)c3ccccc23)c1	0	-6	1.8	0.8	-0.21	19	1.2	0	-83
Cc1cc(S(=O)(=O)NC2CCCCC2)c(C)s1	-9	2	0.6	0.6	-0.91	37	1	5	39
COC(=O)[C@H](Cc1ccccc1)NC(=O)NCCc1ccc(S(N)(=O)=O)cc1	-4	-8	1	1	0.59	-3	0.8	-1	2
O=C(Nc1nnc(SCC(=O)N2CCCCC2)s1)c1cccs1	-8	-7	1	1.1	0.77	-8	1	-15	1
O=C(CSc1ccc2nnc(-c3cccnc3)n2n1)NCc1ccc2c(c1)OCO2	1	4	0.9	1.1	.	-13	0.8	8	11
COc1ccccc1CNC(=O)C/C(C)=N/NC(=O)Cc1ccccc1	0	-4	1.1	0.8	0.77	19	0.8	1	-8
O=C(O)CCCNS(=O)(=O)c1ccc(NCc2ccccc2)c(C(=O)O)c1	10	14	1.1	1.2	-0.75	-19	1.3	12	-7
O=C(CN1C(=O)c2ccccc2C1=O)N1CCN(C(=O)c2ccco2)CC1	11	-8	1	1	0.93	-1	1	5	-1
Cc1c(C#N)c2ccccc2n1CC(=O)N1CCCC1	0	12	1.1	1.1	0.06	-6	1	-1	-8
CCOc1cc(-c2noc(N)c2C#N)cc(OCC)c1OCC	3	1	0.5	0.6	-2	42	0.8	13	53*
Cc1ccnc(SCCn2c(N3CC(C)CC(C)C3)nc3c2c(=O)n(C)c(=O)n3C)n1 (stereo not drawn)	5	-1	0.6	0.8	-0.34	19	1.5	0	41
O=C(Cc1c[nH]c2ccccc12)NCc1ccc2c(c1)OCO2	3	8	0.5	0.1	-0.65	94*	1.1	12	53*
Cc1nc2c(C(=O)NCc3ccccc3Cl)c[nH]n2c(=O)c1Cl	6	19	0.1	0.7	1.3	30	1.5	-3	92*
Cc1cnn(C(=O)c2ccccc2Br)c1	.	12	1.1	0.7	.	30	1	9	-8
COc1ccc2c(c1)c1ncnc(N3CCN(Cc4ccc5c(c4)OCO5)CC3)c1n2C	-7	5	0.2	0.8	.	22	1.6	-1	82*
c1ccc2c(c1)oc1c(NCC3CCCO3)ncnc12 (stereo not drawn)	8	0	1.1	1.1	1.3	-12	0.9	-2	-10
CC(C)(C)n1nnnc1C(c1ccc(F)cc1)N1CCN(Cc2ccc3c(c2)OCO3)CC1 (stereo not drawn)	4	-2	0.7	0.7	-0.6	25	1.4	4	31
Cc1sc(NC(=O)C2C3CCC(O3)C2C(=O)O)c(C(=O)OC(C)C)c1-c1ccc(Cl)cc1 (stereo not drawn)	1	3	0.9	0.8	0.11	20	1.1	-2	9

Random excerpt: 2 compounds from above
SMILES	EphB4 antag	PostGolgi yeast	CYP2C9 activ	CYP2C19 activ	PTK2B oligo ant	CYP2C19 inhib	PLAP activator	Ecoli WT expand	CYP2C9 inh
CCOC(=O)Cc1csc(NC(=O)C2C3C=CC(C3)C2C(=O)O)n1 (stereo not drawn)	8	12	1.2	1.3	0.42	-25	1.3	5	-19
CCOC(=O)c1c(NC(=O)Cc2cccs2)sc(C(=O)NC2CCCCC2)c1C	-5	6	0.3	0.7	-0.54	33	0.9	-14	71*

Next part
SMILES	EphB4 antag	PostGolgi yeast	CYP2C9 activ	CYP2C19 activ	PTK2B oligo ant	CYP2C19 inhib	PLAP activator	Ecoli WT expand	CYP2C9 inh
Cc1ccc(SCC2=NNC(=O)C2)cc1	-3	-4	1.1	0.9	0.95	8	1.9	10	-7
Cc1nc2ccccc2n1CC(O)Cn1c(C(F)(F)F)nc2ccccc21 (stereo not drawn)	-4	0	0.3	0.7	0.17	33	1	7	72*
O=C(O)CSc1nc(SCc2ccccc2Cl)nc2c1CCCC2	3	-9	0.5	1	0.75	2	1.3	-4	47
CS/C(=N\S(=O)(=O)c1ccc(N)cc1)NS(=O)(=O)c1cccs1	-5	5	0.6	0.9	0.56	9	0.9	6	42
CC(=O)Nc1sc2c(c1CN1CCN(c3ccccn3)CC1)CCCC2	3	.	0.7	0.2	-0.58	82*	1.6	.	31
CCOC(=O)C1=C(C)OC(N)=C(C#N)C1c1cc2c(cc1Br)OCO2 (stereo not drawn)	8	11	0.6	0.1	-1.9	93*	1.1	10	42
CCN1CCN(CC(O)COCc2ccccc2)CC1 (stereo not drawn)	.	-4	1	0.9	-1.1	5	0.9	1	-4
Cc1nn(Cc2c(F)c(F)c(F)c(F)c2F)c(C)c1NC(=O)c1ccc(COc2cc(Cl)ccc2Cl)cc1	4	8	0.6	0.9	-0.25	6	0.9	0	41
Cc1cc(NC(=O)c2cnn3cccnc23)no1	7	1	1	1	0.74	4	0.9	7	-1
O=C(Nc1ccc2nsnc2c1)NC1CCCCC1	9	-3	0.9	0.8	-0.52	20	0.8	7	14
[O-]/[N+](=C/c1ccc(F)cc1)c1ccc(Cl)cc1	5	-4	1	0.9	0.44	5	0.8	2	4
c1ccc(C2=NNC(=NC3CC3)SC2)cc1	5	-1	0.5	0.2	0.27	84*	1	16	54*
Cc1cccc(N2CSC3=C(C#N)C(c4ccc(C)o4)CC(=O)N3C2)c1 (stereo not drawn)	2	5	0.1	0.6	.	42	1.7	2	86*
CCCCc1c(C)nc(N)[nH]c1=O	-1	-11	1	0.9	0.31	6	0.9	3	2
O=C(N/N=C/c1cccc(F)c1)c1cc(-c2ccco2)nc2ccccc12	-7	-3	0.8	0.9	1.1	9	1.1	-14	18
Cc1cc(C)nc(SCCN2CCOCC2)n1	1	-2	1	1	-0.51	5	0.8	5	-4
CCOC(=O)c1cccc(NC(=O)C2CCN(S(=O)(=O)c3cnc[nH]3)CC2)c1	3	0	0	0	.	99*	1.9	-2	100*
O=C(CNC(=O)c1ccco1)OCN1C(=O)c2ccccc2C1=O	-7	10	1	1	0.39	-5	0.9	5	-4
CCC(=O)N1CCc2cc(S(=O)(=O)N3CCc4ccccc43)ccc21	4	3	0.9	1	0.47	-2	1.2	-12	13
COC(=O)c1cc(=O)n(Cc2ccc(OC)c(OC)c2)c(=Nc2ccc(F)cc2)s1	3	-10	0.9	1	.	-1	1.5	-5	9
Cc1cc(C)c2c(-n3cccc3)c(C(=O)NNS(=O)(=O)c3ccccc3)sc2n1	-1	2	0	0.7	-0.43	33	1.3	-5	96*
O=C1N(c2ccccc2)C2CS(=O)(=O)CC2N1c1ccc(Br)cc1 (stereo not drawn)	3	3	0.8	0.8	-0.46	15	0.8	9	23
CCCC(=O)Nc1ccc2c(c1)nc(CN1CCN(C(C)=O)CC1)n2C	-8	4	1	1	-0.17	5	1	-8	-3
CCOC(=O)c1cccc(NC(=O)Cn2cnc3c2c(=O)n(C)c(=O)n3C)c1	3	11	0.3	0.6	3.1	35	0.8	6	72*
CC(=O)Nc1nonc1-c1nc2ccccc2n1N(C(C)=O)C(C)=O	0	2	0.6	1.1	0.67	-7	1.4	-11	43
